Screening data as filed in PubChem.
CatB mixtures: inhibitors of human cathepsin B in compound mixtures; inhibition, %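 (ten-compound pools at 5 µM per compound and 50 µM total)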; 62,000 compounds, 0.06% hits; P07858; Purified cathepsin B, AMC dipeptide fluorescence; in the data active = inhibition above about 22%, passing the limit was not always enough;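 also: 0% = enzyme without compound and 100% = no enzyme blank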
tolC growth inh: growth inhibitors of E. coli BW25113 tolC mutant; growth inhibition, % at 10 µM (by protocol); 65,000 compounds, 2.2% hits; AID 573; OD615;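 active = growth inhibition at or above a cutoff equal to the mean over every tested compound plus 3 SD, cut at about 60% in these data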;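 also: growth measured after 20 h incubation at 37 °C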
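Test system: E. coli BW25113 ΔtolC::kan bacteria | Medium: Kanamycin-containing LB broth (50 µg/mL) | Dosing: One dose of 10 µM final | Times: 20 h incubation with compound, 37 °C | Detection: Optical density read at 615 nm | Read-out basis: Percent growth inhibition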
AP ELISA ortho: alternative pathway complement inhibition, orthogonal assay. inhibition, % at 5 µM. AID 1235. 62,000 compounds, 0.08% hits. Human serum alternative complement pathway, LPS-coated ELISA, C3 deposition; tested in compound mixtures;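 active = inhibition above 30% in each of the two pooled mixtures holding the compound, so the lower value exceeds 30%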;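 also: 0% = serum in Mg-EGTA without compound and 100% = EDTA serum blank; some compounds past the cut are filed as inactive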
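Test system – human serum alternative complement pathway, C3 deposition on LPS-coated wells · Buffer or medium – diluted human serum in Mg2+-EGTA GVB++ · Compound dosing – 5 µM each compound, pools of ten, 50 µM per pool · Schedule – 1 h serum-compound exposure at 37 °C · Measured by – Anti-C3 ELISA, OD 450 nm · Read-out basis – percent inhibition of C3 deposition onto LPS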
Cdc25B block: human M-phase inducer phosphatase 2 inhibition. P30305. recombinant Cdc25B, OMFP fluorescence Ex485/Em525. inhibition, %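 (compounds tested at 10 µM final in the well)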. 65,000 compounds, 0.1% hits. AID 368; in the data active = inhibition above about 50%
CatB block: inhibitors of human cathepsin B | P07858 | purified cathepsin B, fluorogenic substrate, fluorescence | inhibition, %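 (tested at 10 µM)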 | 63,000 compounds, 0.1% hits | AID 453; in the data active = inhibition above about 21%;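 also: 0% = enzyme with no compound and 100% = no enzyme blank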
D1 mod: allosteric modulators of human D1 dopamine receptor. HEK293 D1, CRE-luciferase, dopamine EC30 potentiation; actives deviate in either direction. 58,000 compounds, 5.9% hits. P21728. B-score at 10 µM;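 active = luminescence count or its row- and column-corrected plate score outside the 99.7% band of the plate's sample wells, on either side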
DUSP1 inh: blocks human MKP-1 phosphatase activity. recombinant MKP-1, OMFP hydrolysis fluorescence. P28562. inhibition, %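 (compounds tested at a single concentration somewhere between 10 and 100 µM)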. 65,000 compounds, 0.15% hits. AID 374;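 active = inhibition above about 50%, limit read from the data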;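 also: 0% = DMSO max control wells and 100% = wells with enzyme stopped by NaOH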
E coli RNAP: blocks E. coli RNA polymerase transcription; P0A8V2; fluorescence transcription assay; inhibition, %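 (tested at 10 µM)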; 62,000 compounds, 0.2% hits; AID 559; in the data active = inhibition above about 20%;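 also: 0% = enzyme without compound and 100% = no enzyme blank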
Target sequence (P0A8V2 whole entry, looked up): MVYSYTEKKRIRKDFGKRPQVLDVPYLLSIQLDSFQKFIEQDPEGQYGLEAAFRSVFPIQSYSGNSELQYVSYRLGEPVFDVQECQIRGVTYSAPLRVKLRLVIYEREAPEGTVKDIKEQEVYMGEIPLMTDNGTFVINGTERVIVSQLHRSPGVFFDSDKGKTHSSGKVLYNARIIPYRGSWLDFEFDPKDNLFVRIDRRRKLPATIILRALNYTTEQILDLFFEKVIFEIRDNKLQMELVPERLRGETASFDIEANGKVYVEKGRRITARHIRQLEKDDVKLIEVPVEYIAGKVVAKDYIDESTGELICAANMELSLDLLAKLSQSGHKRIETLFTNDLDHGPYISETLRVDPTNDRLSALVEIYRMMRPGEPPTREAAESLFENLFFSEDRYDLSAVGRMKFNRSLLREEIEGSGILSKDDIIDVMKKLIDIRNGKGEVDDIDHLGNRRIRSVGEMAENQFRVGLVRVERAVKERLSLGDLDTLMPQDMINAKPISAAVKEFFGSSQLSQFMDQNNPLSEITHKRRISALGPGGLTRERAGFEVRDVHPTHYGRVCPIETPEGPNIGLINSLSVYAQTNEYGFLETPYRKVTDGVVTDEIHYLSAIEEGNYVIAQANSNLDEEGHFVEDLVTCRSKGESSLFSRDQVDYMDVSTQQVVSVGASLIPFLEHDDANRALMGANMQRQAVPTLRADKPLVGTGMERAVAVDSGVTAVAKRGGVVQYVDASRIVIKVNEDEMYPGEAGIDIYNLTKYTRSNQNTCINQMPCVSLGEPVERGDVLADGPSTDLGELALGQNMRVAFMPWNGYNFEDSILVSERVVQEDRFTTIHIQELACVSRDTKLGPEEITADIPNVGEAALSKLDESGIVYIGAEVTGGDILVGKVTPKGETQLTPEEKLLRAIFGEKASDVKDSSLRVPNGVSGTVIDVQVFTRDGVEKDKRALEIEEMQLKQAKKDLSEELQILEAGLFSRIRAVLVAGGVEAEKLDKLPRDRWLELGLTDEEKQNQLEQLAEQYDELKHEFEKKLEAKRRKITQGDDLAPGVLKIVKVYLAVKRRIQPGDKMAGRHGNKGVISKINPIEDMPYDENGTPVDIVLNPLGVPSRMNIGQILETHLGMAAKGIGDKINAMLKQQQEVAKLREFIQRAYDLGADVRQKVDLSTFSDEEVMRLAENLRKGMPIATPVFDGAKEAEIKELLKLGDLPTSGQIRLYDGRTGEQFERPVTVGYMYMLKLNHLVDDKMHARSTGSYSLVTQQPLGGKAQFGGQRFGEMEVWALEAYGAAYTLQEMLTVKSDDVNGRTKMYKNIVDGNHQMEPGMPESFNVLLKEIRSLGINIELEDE
Hsp90 block: displaces geldanamycin probe from tumor Hsp90 | AID 429 | NCI-N417 lysate Hsp90, Cy3B-geldanamycin FP displacement | 64,000 compounds, 0.35% hits | inhibition, % at 30 µM | P07900;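 active = inhibition above 50%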;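 also: 0% = tracer plus lysate wells and 100% = tracer alone without lysate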
* hit, by the source's call; . = no result given; & = joins results of further samples.

SMILES	CatB mixtures	tolC growth inh	AP ELISA ortho	Cdc25B block	CatB block	D1 mod	DUSP1 inh	E coli RNAP	Hsp90 block
CNc1ccccc1-c1nc2ccccc2n(C)c1=O	.	4.1	.	-21.3	-1.4	.	-24.0	.	-1.3
C#CC(C)(CC)NC(=O)Cn1nnc(-c2ccc(S(C)(=O)=O)cc2)n1 (stereo not drawn)	1.6	-16.5	9.9	-0.4	5.4	0.0233	-3.1	5.7	-1.7
Cc1cc(NC(=O)Nc2cc(C)nn2-c2ccccc2)n(-c2ccccc2)n1	7.6	8.5	18.8	5.8	3.0	0.0422	29.3	5.2	1.0
CC(C)(C)c1ccccc1NC(=O)c1cccnc1	4.7	9.2	6.7	-2.5	4.5	0.18	5.3	5.0	-6.3
C=CCc1ccccc1OCC(O)CNC(C)C (stereo not drawn)	4.1	12.2	11.9	-4.8	1.3	-1.55	-31.0	4.8	-2.0&0.9
O=C(CSc1ccc2nnc(-c3ccccn3)n2n1)NCc1ccco1	2.9	-11.5	15.2	1.0	-1.8	0.0641	2.0	6.1	-5.0
CCC(c1nnnn1Cc1ccco1)N(CCc1ccccc1)Cc1cc2cc(C)ccc2[nH]c1=O (stereo not drawn)	6.3	50.7	-5.7	-8.0	7.2	1.44	33.5	3.0	-6.7
OC1(C2(O)CC(c3ccccc3)ON2)CCCCC1 (stereo not drawn)	.	-0.6	.	-26.4	4.2	-0.538	-18.1	.	0.0
O=C(c1noc2c1CCCC2)N1CCOCC1	1.9	-15.1	3.3	1.3	7.2	0.0312	0.1	5.5	-2.8
O=C(CC1CCS(=O)(=O)C1)Nc1ccc[nH]c1=O (stereo not drawn)	-8.5	-21.4	5.2	6.1	0.1	-0.72	-11.5	7.9	-3.9
COC(=O)c1cc(C(=O)OC)n(Cc2ccc(F)cc2)n1	5.0	15.6	1.6	9.5	2.7	0.919	7.3	4.2	-1.7
Cc1nn2c(N)csc2nc1=O	4.8	-15.6	0.0	-8.7	7.1	0.209	-13.5	11.5	-4.8
Cc1ccc(C)n1-n1cnc2sc3c(c2c1=O)CCC3	5.2	7.6	-1.2	-13.5	5.5	0.0248	15.3	6.9	-2.9
Cc1c(C(=O)N2CCN(CCc3ccccc3)CC2)oc2ccccc12	4.3	9.8	20.5	-7.4	5.3	-1.24	-1.4	3.5	.
CCCCNC(=O)c1sc2nc(C)cc(COC)c2c1-n1cccc1	5.5	47.6	15.7	7.2	3.1	-0.382	-5.5	2.1	-1.2
CCOC(=O)Nc1c(C(=O)OC)[nH]c2cccc(OC)c12	9.3	2.4	-11.7	7.3	6.9	-0.238	-8.0	-0.1	-9.7
Cc1[nH]nc2c1-c1nc3ccccc3nc1C(C)(C)C2	1.7	18.1	4.6	4.7	2.2	1.06	7.3	3.3	-4.6
Nc1ccc(SCCN2C(=O)c3ccccc3C2=O)cc1	3.5	-11.4	-0.7	3.5	6.5	-0.228	-18.3	10.1	3.1
CCC(=O)Oc1cccc(C(=O)Nc2ccc(-c3nnc(-c4ccco4)o3)cc2)c1	0.3	21.4	-13.6	.	-1.6	-0.152	.	6.2	.
CC(C)CNC(=O)CSc1nnc(-c2ccccn2)n1Cc1ccccc1	-1.8	-5.2	17.2	5.0	-3.5	.	27.1	-6.1	1.6
c1cc(-c2nnc3n2CCCCC3)ccn1	2.5	-18.5	16.2	3.7	-1.5	-0.0902	15.9	4.5	-2.3
CCCOc1cccc(C2/C(=C(/O)c3ccc(F)cc3)C(=O)C(=O)N2CCN(C)C)c1 (stereo not drawn)	.	3.6	.	-29.2	3.7	-1.71	-13.6	-1.5	-2.7
CCS(=O)(=O)CCSc1nc2ccccc2s1	5.8	-10.4	16.8	-18.6	-1.2	-0.023	8.4	5.0	1.9
Cc1ccccc1-n1c(=O)cc(N2CCc3ccccc3C2)[nH]c1=O	3.3	-2.1	14.8	-3.0	2.6	1.13	-6.0	4.5	-6.2
NC(=O)c1c(NC(NC(=O)c2ccco2)(C(F)(F)F)C(F)(F)F)sc2c1CCCC2	-0.8	11.8	-1.2	6.7	2.9	-1.03	5.6	3.6	-6.2

Sorted by the number under E coli RNAP (high to low): four from the list above.
structure	CatB mixtures	AP ELISA ortho	Cdc25B block	CatB block	D1 mod	DUSP1 inh	E coli RNAP
Cc1nn2c(N)csc2nc1=O	4.8	0.0	-8.7	7.1	0.209	-13.5	11.5
O=C(CSc1ccc2nnc(-c3ccccn3)n2n1)NCc1ccco1	2.9	15.2	1.0	-1.8	0.0641	2.0	6.1
C#CC(C)(CC)NC(=O)Cn1nnc(-c2ccc(S(C)(=O)=O)cc2)n1 (stereo not drawn)	1.6	9.9	-0.4	5.4	0.0233	-3.1	5.7
Cc1cc(NC(=O)Nc2cc(C)nn2-c2ccccc2)n(-c2ccccc2)n1	7.6	18.8	5.8	3.0	0.0422	29.3	5.2

Next section.
SMILES	CatB mixtures	tolC growth inh	AP ELISA ortho	Cdc25B block	CatB block	D1 mod	DUSP1 inh	E coli RNAP	Hsp90 block
Cc1noc(C)c1COC(=O)c1ccccc1Sc1ccccc1C#N	-0.7	52.3	17.1	0.5	1.1	0.0357	-13.0	-3.2	-1.6
NC(=O)CN1CCN(C(=O)Nc2ccccc2)CC1	-4.6	-11.0	0.5	-7.8	-4.3	2.15	1.0	7.3	1.7
CC(C)CC(=O)Nc1ccccc1-c1nnn(CC(=O)N2CCOCC2)n1	0.5	-17.9	-2.8	-13.7	1.6	0.052	-18.2	9.6	-2.4
Cc1ccccc1N=C1Nc2ccccc2CS1	3.0	-10.2	-0.7	-11.5	1.5	-0.643	-6.2	10.9	1.2
CC(C)Oc1cccc(C(=O)O)c1	3.4	-13.0	6.0	3.6	2.0	0.0212	-8.8	11.2	0.2
CS(=O)(=O)N1CCN(c2nc(-c3ccc(F)cc3)cs2)CC1	-4.8	-15.5	-4.2	-12.6	-1.0	0.198	3.5	-0.9	-2.4
Cc1ccc(S(=O)(=O)c2nc(N3CCOCC3)sc2Cl)cc1	-2.9	-0.2	16.8	0.4	-6.3	2.24	12.4	-9.2	0.3
CN(C(=O)c1cccnc1)c1nnc(-c2cnccn2)s1	-2.2	-30.0	-2.8	6.5	-0.1	0.444	7.4	2.0	1.7
CCN=C1SC(CC(=O)Nc2ccc(C)cc2)C(=O)N1CC (stereo not drawn)	-2.6	-9.6	-11.4	-11.9	-3.3	1.2	8.6	0.7	3.0
O=C(Nc1ccc(S(=O)(=O)N2CCCc3ccccc32)cc1)C1CCCO1 (stereo not drawn)	7.3	67.6*	19.2	-3.9	-0.4	0.308	4.0	1.4	-7.6
CCCCN1C(=O)C2ON(c3ccccc3C)C(c3ccco3)C2C1=O (stereo not drawn)	-1.5	61.1*	4.6	-10.9	0.0	-0.235	7.2	-2.8	-1.0
Cc1cccn2c(=O)c3cc(C(=O)NC(C)c4ccccc4)c(=N)n(CCCn4ccnc4)c3nc12 (stereo not drawn)	-10.7	18.1	-8.5	14.2	-9.2	0.745	10.0	-4.2	-2.5
CCOC(=O)C(C)c1nc2ccccc2[nH]c1=O (stereo not drawn)	.	5.1	.	15.9	3.4	.	-20.5	6.5	1.6
COc1ccccc1-c1nnc(NC(=O)c2ccccc2F)o1	3.6	0.9	23.2	-6.8	0.6	-0.0165	7.5	2.3	2.2
Cc1nc2ccccc2nc1N1CCCCC1	1.0	-11.2	6.1	-12.0	0.9	1.22	11.0	-0.5	-2.7
COC(=O)c1cc(Br)c(=O)n(CCc2ccccc2)c1	1.8	18.5	10.7	5.9	3.0	-0.144	-20.2	.	-11.6
COC(=O)c1ccccc1NC(=O)c1cc2ncc(Br)cn2n1	-0.9	-7.7	5.0	-4.0	0.4	0.337	12.9	4.2	-3.0
COc1cccc(OCCOc2cccc(/C=N/n3cnnc3)c2)c1	1.8	-5.8	10.1	7.1	-0.7	-0.0219	13.2	6.8	.
Cc1cc(C(=O)NC2CCCc3ccccc32)no1 (stereo not drawn)	2.6	-5.0	11.7	-0.7	2.8	0.869	0.2	7.2	.
COc1ccccc1N(C(=O)Cn1nnc2ccccc21)C(C(=O)NCc1ccco1)c1ccc(C)o1 (stereo not drawn)	9.1	3.2	27.5	3.1	-4.4	-0.023	0.9	0.8	-10.1
O=C(CN1C2=NCCCN2c2ccccc21)c1cccs1	2.1	-17.9	17.5	-4.2	1.8	-1.07	6.1	-0.7	-3.7
Nc1ccc(-c2ccc(N)cc2C(F)(F)F)c(C(F)(F)F)c1	-10.1	51.3	4.9	-4.4	-0.1	-0.898	3.7	9.4	0.2
CC(C)OC(=O)c1nnn(-c2nonc2N)c1CN1CCCCCC1	-0.5	-3.5	6.0	-15.0	1.9	-0.494	8.1	13.1	-7.8
CCSc1nc(-c2ccc(OC)cc2)ccc1C#N	-7.7	53.0	6.9	-19.9	3.5	1.46	6.3	0.6	-2.5
Cc1ccc(C)c(OCC(O)CN2CCC(C)CC2)c1C (stereo not drawn)	2.8	8.8	16.0	-13.1	-4.5	1.6	2.2	0.4	2.6

More entries
SMILES	CatB mixtures	tolC growth inh	AP ELISA ortho	Cdc25B block	CatB block	D1 mod	DUSP1 inh	E coli RNAP	Hsp90 block
NC(=O)C1(N2CCCCC2)CCN(C(=O)c2cccs2)CC1	-0.9	-12.7	2.5	2.8	-1.8	-0.00425	2.3	5.0	-1.8
Cc1ccc(S(=O)(=O)N2CCCC2C(=O)OCc2nc3ccccc3s2)cc1 (stereo not drawn)	-4.1	54.3	6.9	-32.4	-0.1	0.388	13.5	9.0	-3.7
O=C(C1=C(O)C(=O)N(CCCN2CCOCC2)C1c1ccccn1)c1cccs1 (stereo not drawn)	.	5.6	.	24.0	1.7	0.997	-21.4	6.0	-4.8
Cc1nnc(NC(=O)c2ccc3ccccc3c2)o1	3.3	30.7	10.6	-9.2	1.4	.	0.8	1.2	.
CCn1c(COc2cccc(OC)c2)nnc1SCC(=O)N1CCOCC1	2.6	-14.5	16.3	-6.6	1.5	0.0217	-11.3	9.7	0.4
COc1ccccc1CCNC(=O)C1CCCO1 (stereo not drawn)	2.8	-4.3	3.8	2.6	1.2	-0.0289	-10.3	6.9	-6.0
Cc1ccc(Cl)cc1N1CCN(C(=O)c2cn(C)c(=O)c3c2c2ccccc2n3C)CC1	-6.1	51.7	11.7	-7.9	-1.0	-1.26	35.2	-6.7	-3.6
Cc1cc(NC(=O)c2cc(-c3ccncc3)nc3c(C)cccc23)no1	5.1	32.8	-1.7	-2.6	5.6	-0.239	18.3	2.0	-16.5
CN(C)c1ccc(-c2nn3c(-c4ccc(Cl)cc4)nnc3s2)cc1	.	16.1	.	9.9	-2.5	.	3.0	-2.4	-4.3
Cn1c(=O)n(C)c2cc(NC(=O)C(F)(F)F)ccc21	3.6	-11.3	2.3	-0.2	0.6	-0.746	-4.5	4.0	-5.2
O=C(CSc1nc2ccncc2[nH]1)Nc1ccccc1C(F)(F)F	4.8	-17.0	20.9	-15.9	1.4	-0.117	6.4	2.8	3.1
COc1ccc(C2C(C(N)=O)=C(C)Nc3nc(-c4cccc(Cl)c4)nn32)cc1OC (stereo not drawn)	3.9	12.2	13.0	-9.8	2.5	1.16	12.3	6.2	-1.9
O=C(CSc1nnc(NC(=O)C2CC2)s1)Nc1ccc(F)cc1	-2.5	-18.9	-10.0	-5.3	0.8	0.848	7.2	-5.3	-3.0
C=CCn1c(COc2ccc(Cl)cc2)nnc1SCc1ccc(C#N)cc1	-2.5	50.4	-5.7	-7.1	-6.2	-0.107	1.4	7.6	3.4
